High-throughput results deposited in PubChem by National Center for Advancing Translational Sciences (NCATS).
BLM inh = Bloom syndrome helicase (human) inhibition; recombinant BLM DNA unwinding, fluorescence dequenching; 350,000 compounds, 0.2% hits; P54132; Potency, µM (highest dose often 56.1 µM), for inactives: at the highest dose activity change, negative = inhibition, most hits filed as inhibitors; AID 2528;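 also: plate controls were vehicle for no effect and no enzyme for full effect; nearly all actives have a fitted effect of over 35% in size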
HP1b binding inh = HP1-beta chromodomain-methylated histone interaction inhibition; P83916; AlphaScreen HP1-beta / biotin-H3K9me3 peptide binding; Potency, µM (doses to about 114 µM), for inactives: top-dose activity change, negative = inhibition, most hits filed as inhibitors; 390,000 compounds, 0.56% hits; also: nearly all actives have a fitted effect of over 70% in size; inactives centre near 23
Target sequence (P83916 whole entry, looked up): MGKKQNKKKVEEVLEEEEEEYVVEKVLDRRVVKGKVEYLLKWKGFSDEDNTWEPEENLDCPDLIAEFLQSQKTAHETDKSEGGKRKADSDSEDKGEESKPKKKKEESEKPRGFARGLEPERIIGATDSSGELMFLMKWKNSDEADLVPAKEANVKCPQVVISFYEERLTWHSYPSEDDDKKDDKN
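Compound inhibition of the preformed complex between 50 nM HP1-beta and 50 nM biotinylated H3K9me3 peptide was read by AlphaScreen. Buffer was PBS pH 7.4 with 0.01% Tween-20. Incubations ran 30 min at room temperature, with 10 ug/mL donor/acceptor beads.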
BAZ2B inh = BAZ2B (human) inhibition; Q9UIF8; AlphaScreen BAZ2B-H3K14Ac peptide displacement; Potency, µM (top dose mostly 114 µM), inactives show top-dose activity change, negative = inhibition, usual class: inhibitors; 360,000 compounds, 4.4% hits; AID 504333; also: % is scaled to controls: 0 for no effect and ±100 for the full control effect; nearly all actives have a fitted effect of over 60% in size
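AlphaScreen displacement of biotin-H3(5-23)K14Ac peptide (50 nM final) from BAZ2B (50 nM final) in PBS pH 7.4, 0.01% Tween-20; complex preformed 30 min RT, then compounds (top 110 uM) 30 min RT, beads 20 min dark.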
Tb PGK inh = inhibitors of T. brucei phosphoglycerate kinase; PGK/GAPDH coupled, Kinase-Glo luminescence, 60 min; 380,000 compounds, 0.043% hits; Potency, µM (highest dose often 57.5 µM), inactives show top-dose activity change, negative = inhibition, most hits filed as inhibitors; P07378; also: % is scaled to controls: 0 for no effect and ±100 for the full control effect; nearly all actives have a fitted effect of over 60% in size
Target sequence (P07378 whole entry, looked up): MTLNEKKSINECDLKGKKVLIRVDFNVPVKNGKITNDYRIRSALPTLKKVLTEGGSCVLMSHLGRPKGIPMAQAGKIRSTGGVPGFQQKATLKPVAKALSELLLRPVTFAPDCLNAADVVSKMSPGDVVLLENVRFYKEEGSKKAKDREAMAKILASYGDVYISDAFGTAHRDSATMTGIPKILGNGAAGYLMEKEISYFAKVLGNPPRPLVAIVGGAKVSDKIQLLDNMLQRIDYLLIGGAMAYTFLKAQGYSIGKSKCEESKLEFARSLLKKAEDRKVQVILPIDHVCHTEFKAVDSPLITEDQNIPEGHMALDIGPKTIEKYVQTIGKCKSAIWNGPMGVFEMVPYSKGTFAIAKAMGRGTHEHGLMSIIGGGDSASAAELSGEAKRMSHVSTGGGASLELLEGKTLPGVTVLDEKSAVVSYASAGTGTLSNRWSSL
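Luminescent ATP detection (Kinase-Glo Plus) follows a 60-minute room-temperature incubation, with wells lacking PGK as controls. Buffer: 100 mM TEA (pH 7.6), 5 mM MgCl2, 0.01% Tween-20. Coupling enzyme GAPDH (100 nM final) supplies unstable 1,3-BPG in-well.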
JMJD2A Tudor = JMJD2A Tudor domain (human) inhibition. AID 504339. AlphaScreen JMJD2A-Tudor / H3K4me3 peptide binding. Potency, µM (top dose mostly 114 µM), for the others: at the top dose activity change, negative = inhibition, usual class: inhibitors. O75164. 390,000 compounds, 4.4% hits; also: % is scaled to controls: 0 for no effect and ±100 for the full control effect; nearly all actives have a fitted effect of over 50% in size
POLI inh = DNA polymerase iota (human) inhibition; Potency, µM (highest dose often 115 µM), inactives show top-dose activity, negative = inhibition, most hits filed as inhibitors; AID 588590; Q9UNA4; 390,000 compounds, 1% hits; Pol iota fluorescent replication assay, 10 min
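Fluorescent replication assay read twice, at 0 min and 10 min after adding 50 nM (final) substrate. Enzyme (10 nM) and compounds were first incubated 15 min at room temperature; enzyme-free buffer wells were negative controls.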
Pin1 inh = inhibitors of human Pin1; Pin1 FP peptide displacement, HiFluor488, 10 min; Potency, µM (top dose mostly 115 µM), without a hit: top-dose activity, negative = inhibition, usual class: inhibitors; 390,000 compounds, 0.009% hits; AID 504891; active = well fitted inhibition curve with a large enough effect in the polarisation, with a control signal flat, not every such curve was filed as active; inconclusive = small, poorly fitted or top-dose-only effect, or effect the other way, or a change in a side signal; inactive = no such curve, though single readings can be large or run the other way; the % refers to the polarisation; also: % is scaled to controls: 0 for no effect and ±100 for the full control effect
Target sequence (Q13526 whole entry, looked up): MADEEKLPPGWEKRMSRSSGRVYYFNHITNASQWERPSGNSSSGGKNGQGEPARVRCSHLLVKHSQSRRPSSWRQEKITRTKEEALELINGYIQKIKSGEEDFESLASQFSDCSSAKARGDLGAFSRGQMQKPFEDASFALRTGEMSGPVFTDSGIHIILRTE
GLS inh = glutaminase GLS (human) inhibition; GLS enzymatic activity, qHTS titration; Potency, µM (highest dose often 45.5 µM), inactives show at the highest dose activity change, negative = inhibition, usual class: inhibitors; 410,000 compounds, 0.21% hits; also: % is scaled to controls: 0 for no effect and ±100 for the full control effect
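Enzyme dispensed in phosphate buffer (45 mM, pH 8.2, 0.02% Tween-20), compounds pinned in, then 1 mM L-glutamine solution and the glutamate oxidase–HRP–Amplex Red mix added; fluorescence read immediately and again after 30 min at room temperature.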
G9a inh = inhibitors of human histone lysine methyltransferase G9a; AID 504332; G9a H3K9 monomethylation, AlphaScreen, 2 h; 350,000 compounds, 8.8% hits; Potency, µM (highest dose often 102 µM), for inactives: top-dose activity, negative = inhibition, usual class: inhibitors; Q96KQ7; also: % is scaled to controls: 0 for no effect and ±100 for the full control effect; nearly all actives have a fitted effect of over 75% in size
Target sequence (Q96KQ7 913-1193 limits assumed): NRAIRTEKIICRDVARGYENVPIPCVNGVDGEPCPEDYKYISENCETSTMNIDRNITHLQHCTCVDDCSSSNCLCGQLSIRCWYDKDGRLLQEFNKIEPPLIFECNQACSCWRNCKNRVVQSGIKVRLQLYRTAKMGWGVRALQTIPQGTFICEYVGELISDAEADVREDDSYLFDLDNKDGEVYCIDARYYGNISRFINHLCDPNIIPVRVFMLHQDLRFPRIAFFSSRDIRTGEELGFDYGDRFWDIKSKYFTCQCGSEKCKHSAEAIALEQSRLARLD
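Step 1: enzyme (final 20 nM) with compound, 15 min RT. Step 2: substrate peptide 500 nM and SAM 20 uM, 2 h RT. Step 3: anti-H3K9me1 antibody and AlphaScreen beads, 10 min, then plate read.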
Active calls of the source: *; i = inactive; ? = inconclusive; . = no result given; [ ] = remark or other dose. Unless noted, calls follow the shape of the dose curve; as a rule, active = well fitted curve in the direction sought with a large enough effect; inconclusive = small, poorly fitted or top-dose-only effect, or another doubt; inactive = no such curve, though single readings can be large; an effect the other way counts as inactive or inconclusive. Potency is read from the fitted curve at half-maximal effect.

Screens in order: BLM inh | HP1b binding inh | BAZ2B inh | Tb PGK inh | JMJD2A Tudor | POLI inh | Pin1 inh | GLS inh | G9a inh
1) C=CCc1cc(Cl)ccc1OCCCNC(C)C
→ -8% | ? | 56µM* | -7% | 32µM* | 67%[activator] | 1% | -7% | 8.9µM*
2) CCOc1ccc(N2C(=O)CC(NCC#N)C2=O)cc1 (centres undefined)
→ -11% | -10% | -7% | i | -26% | 13% | -1% | -7% | .
3) CCOC(=O)N1CCN(C(=O)COc2cc(C)c(Cl)c(C)c2)CC1
→ 1% | 51%[activator] | -6% | -10% | 6% | 76%[activator] | -2% | 4% | .
4) COc1ccc(C(=O)CN2C(=O)NC3(CCCc4ccccc43)C2=O)cc1OC (centres undefined)
→ 4% | 37% | 15% | i | -15% | 0% | 0% | 5% | -2%[59 µM]
5) COc1ccc(/C=C/C(=O)Nc2nc(N)n(-c3ccccc3)n2)cc1
→ 2% | 36% | 50µM* | -10% | -19% | 1% | 7% | -7% | 22%[59 µM]
6) N#Cc1ccc(C(=O)OCC(=O)Nc2ccc(S(N)(=O)=O)cc2)cc1
→ -3% | 10% | ? | 2% | -3% | 22% | -2% | -1% | -35%[12.7 µM]
7) Cc1cc(F)ccc1NC(=O)c1csc2c1CCC(C)C2 (centres undefined)
→ -2% | 33%[activator] | 3% | i | -12% | 25% | 1% | 13% | -25%[59 µM]
8) O=C(CSc1ncc2c(n1)-c1cc(Cl)ccc1N(Cc1ccccc1)S2(=O)=O)Nc1ccc(F)cc1F
→ 0% | 14% | -17% | 2% | -14% | 6% | 16% | 12% | 1%[59 µM]
9) CCn1c(SCC(=O)Nc2c(C)n(C)n(-c3ccccc3)c2=O)nc2c1c(=O)n(C)c(=O)n2C
→ -2% | 29% | -1% | -2% | -15% | 27% | -10% | 9% | 8%
10) COc1ccc(COC(=O)C2=C(C)NC(=O)NC2c2cc(Br)c(O)c(OC)c2)cc1 (centres undefined)
→ -1% | 23% | -25% | -2% | -24% | -14% | -2% | 9% | 0%
11) COc1cc(C(c2c(O)nc(SC)[nH]c2=O)c2c(O)nc(SC)[nH]c2=O)cc(OC)c1OC
→ 5% | 31% | 9% | -3% | 8% | 27% | 4% | 30% | -1%[0.501 µM]
12) CCCN1CNC(=S)N(c2ccccc2OC)C1
→ 2% | 7% | -5% | 5% | -1% | -11% | -1% | 17% | 9%[59 µM]
13) O=C(CCCC(=O)Nc1cccnc1)Nc1cccnc1
→ -6% | 31% | 34%[activator] | -1% | 4% | 15% | 2% | 8% | -9%[59 µM]
14) Cc1nc(NCCc2ccccc2)c2oc3ccccc3c2n1
→ 0% | 35% | ? | -8% | -10% | -2% | -2% | -8% | 79µM*
15) CCc1cccc(NC(=O)c2nnn(Cc3ccc(SC)cc3)c2N)c1
→ -2% | 20% | -1% | -15% | -18% | 4% | -2% | -1% | -2%[59 µM]
16) Cc1cnc(C(=O)Nc2nnc(C(C)C)s2)cn1
→ -1% | 28% | 50µM* | -10% | 0.28µM* | 6% | -1% | 1% | 1µM*
17) O=C(N/N=C/c1cccs1)c1ccc2c(c1)OCO2
→ 0% | 29% | -4% | -4% | -20% | 1% | -1% | -2% | 2%
18) COc1cc(C2C=C(Nc3ccccc3)C(=O)N2c2ccccc2)ccc1O (centres undefined)
→ -4% | -3% | ? | 0% | ? | 7% | ? | -19% | 50µM*
19) CNC(=O)C1CCN(S(=O)(=O)c2c(C)noc2/C=C/N(C)C)CC1
→ -1% | 13% | -25% | -8% | ? | -1% | ? | 64%[activator] | 2%
20) COc1cc(/C=C/C(=O)O)cc(S(=O)(=O)N2CCN(S(=O)(=O)c3ccc(Cl)cc3)CC2)c1OC
→ -5% | 24% | 8% | -7% | -6% | -1% | -6% | 0% | 22%

Another view of part of the listing above:
no.	structure	BLM inh	HP1b binding inh	BAZ2B inh	Tb PGK inh	JMJD2A Tudor	POLI inh	Pin1 inh	GLS inh	G9a inh
7	Cc1cc(F)ccc1NC(=O)c1csc2c1CCC(C)C2 (centres undefined)	-2%	33%[activator]	3%	i	-12%	25%	1%	13%	-25%[59 µM]
8	O=C(CSc1ncc2c(n1)-c1cc(Cl)ccc1N(Cc1ccccc1)S2(=O)=O)Nc1ccc(F)cc1F	0%	14%	-17%	2%	-14%	6%	16%	12%	1%[59 µM]
9	CCn1c(SCC(=O)Nc2c(C)n(C)n(-c3ccccc3)c2=O)nc2c1c(=O)n(C)c(=O)n2C	-2%	29%	-1%	-2%	-15%	27%	-10%	9%	8%
10	COc1ccc(COC(=O)C2=C(C)NC(=O)NC2c2cc(Br)c(O)c(OC)c2)cc1 (centres undefined)	-1%	23%	-25%	-2%	-24%	-14%	-2%	9%	0%
11	COc1cc(C(c2c(O)nc(SC)[nH]c2=O)c2c(O)nc(SC)[nH]c2=O)cc(OC)c1OC	5%	31%	9%	-3%	8%	27%	4%	30%	-1%[0.501 µM]
12	CCCN1CNC(=S)N(c2ccccc2OC)C1	2%	7%	-5%	5%	-1%	-11%	-1%	17%	9%[59 µM]
13	O=C(CCCC(=O)Nc1cccnc1)Nc1cccnc1	-6%	31%	34%[activator]	-1%	4%	15%	2%	8%	-9%[59 µM]
14	Cc1nc(NCCc2ccccc2)c2oc3ccccc3c2n1	0%	35%	?	-8%	-10%	-2%	-2%	-8%	79µM*
15	CCc1cccc(NC(=O)c2nnn(Cc3ccc(SC)cc3)c2N)c1	-2%	20%	-1%	-15%	-18%	4%	-2%	-1%	-2%[59 µM]
16	Cc1cnc(C(=O)Nc2nnc(C(C)C)s2)cn1	-1%	28%	50µM*	-10%	0.28µM*	6%	-1%	1%	1µM*
17	O=C(N/N=C/c1cccs1)c1ccc2c(c1)OCO2	0%	29%	-4%	-4%	-20%	1%	-1%	-2%	2%

Other entries:
Screens in order: BLM inh | HP1b binding inh | BAZ2B inh | Tb PGK inh | JMJD2A Tudor | POLI inh | Pin1 inh | GLS inh | G9a inh
21) CCCCCCCN1C/C=C\C(c2ccc(OC)cc2)N(Cc2ccc(F)cc2)C(=O)[C@H]1Cc1ccccc1 (some centres undefined)
→ -9% | 59%[activator] | 5% | -2% | 1% | -15% | 3% | 7% | -4%[59 µM]
22) CC(=O)Nc1ccc(NC(=O)C(C)OC(=O)c2ccccc2NS(=O)(=O)c2cccs2)cc1 (centres undefined)
→ -8% | 27% | -13% | -7% | -6% | 8% | 1% | 2% | -17%
23) O=S(=O)(NCCc1nnc2ccc(SCc3cccc(Cl)c3)nn12)c1ccccc1
→ 2% | 39% | -35% | -6% | -5% | 18% | -3% | 0% | -31%[59 µM]
24) CCN(CCCNC(=O)c1ccc(Sc2ccc(C)cc2)c(NC(C)=O)c1)c1cccc(C)c1
→ -21% | -7% | ? | 6% | ? | -4% | 7% | 2% | 13µM*
25) C=CCn1c(SCc2ccccc2C#N)nnc1-c1cc(Br)ccc1O
→ -15% | 5% | -4% | -9% | -21% | ? | 2% | 1% | 10%[12.7 µM]
26) C#CCOCCOCCOCCNc1nc(N2CCN(C(=O)CCCCCCCCCCNC(=O)[C@H]([C@@H](C)CC)n3cc(CCCCN=C(N)N)nn3)CC2)nc(N2CCN(C(=O)CCCCCCCCCCNC(=O)[C@@H]([C@H](C)O)n3cc(C)nn3)CC2)n1
→ . | ? | ? | 14% | 56µM* | ? | ? | ? | 12%[2.33 µM]
27) O=C1CC(NCCc2ccccc2)C(=O)N1CCc1ccccc1 (centres undefined)
→ -1% | 18% | -3% | -9% | -4% | -5%[58.9 µM] | -2% | 4% | 7%
28) Cn1c(SCc2nc(-c3ccc(Br)cc3)no2)nnc1-c1ccco1
→ 0% | 20% | -36% | -4% | -14% | 2% | 2% | 1% | ?
29) CCN(CC)c1ccc(NS(=O)(=O)c2cc(-c3onc(C)c3C)ccc2OC)c(C)c1
→ -3% | -10% | -16% | -3% | ? | 30% | -1% | 0% | 8.9µM*
30) O=C(Cc1cccs1)Nc1ccccc1-c1nc2ccccc2[nH]1
→ -5% | 14% | -11% | 5% | -2% | 40%[activator] | 11% | -5% | -2%[12.7 µM]
31) COC(=O)c1ccc(CSc2nc(N3CCOCC3)c3c(c2C#N)CC(C)(C)OC3)o1
→ -11% | -32% | ? | -2% | -3%[11.4 µM] | 3% | 1% | -7% | -46%[59 µM]
32) N#Cc1ccccc1S(=O)(=O)N1CCN(CC(O)COc2ccccc2F)CC1 (centres undefined)
→ -1% | ? | 28µM* | -2% | 3.2µM* | 126%[activator] | -2% | -9% | 2.2µM*
33) CCC(=O)NCCc1nc2ccccc2[nH]1
→ -2% | 20% | -14% | -10% | -19% | 1% | -7% | -5% | -4%[59 µM]
34) O=C(c1ccccc1)C(Nc1ccccn1)c1ccccc1 (centres undefined)
→ -2% | 42% | -17% | i | -13% | 34%[activator] | -1% | -3% | 3%
35) Cc1ccc(NC(=O)Cn2c(=O)n(Cc3ccc4c(c3)OCO4)c(=O)c3ccc(C(=O)NC4CCCCC4)cc32)cc1
→ 1% | 52%[activator] | . | -2% | 2% | 12% | 2% | 1% | 3%[59 µM]
36) O=C(O)Cc1ccc(N=Cc2c(O)ccc3ccccc23)cc1
→ -6% | -9% | -29% | -11% | -26% | 116%[activator] | ? | ? | 1.6µM*
37) CC1(C(=O)N/N=C/c2ccccc2)CC1(Cl)Cl (centres undefined)
→ -14% | 42%[activator] | -1% | -7% | 3% | 120%[activator] | -1% | -10% | 1%
38) CN(CCC1CCCCO1)C(=O)CCc1nnc(CCc2ccccc2)o1 (centres undefined)
→ -1% | 25% | -2% | 8% | -1% | 10% | 1% | -1% | .
39) CC(C)c1ccc(NC(=O)CN2C(=O)COc3ccc(S(=O)(=O)N4CCCCC4)cc32)cc1
→ -3% | 48%[activator] | -8% | 2% | -12% | 4% | -3% | 8% | -7%[59 µM]
40) CC(=O)CCc1c(C)c2cccc(C)c2[nH]c1=O
→ 1% | -12% | ? | . | -20% | ? | 0% | -7% | ?

An excerpt; count on the stated rates, not on these rows.
